Screens (PubChem BioAssay)
12-LOX inh = ALOX12 (human) lipoxygenase inhibition | hit rate 1.1% among 580,000 | Potency, µM (doses to about 108 µM), inactives show top-dose activity change, negative = inhibition, actives largely listed as inhibitors | purified 12hLO, xylenol orange hydroperoxide absorbance | AID 1671190 | P18054; note: potency is the fitted concentration of half-maximal effect; % is set by controls: 0 for no effect and ±100 for the full control effect
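Purified human 12hLO (150 nM final) in 25 mM Hepes, 0.01% Triton X-100, pH 7.0 was preincubated 15 min at room temperature with compound. Then 40 uM arachidonic acid was added, 30 min. Hydroperoxide was read by Fe-XO absorbance ratio 573/405 nm.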
APE1 inh = inhibitors of human APE1 endonuclease; recombinant APE1, TAMRA/BHQ-2 abasic DNA cleavage fluorescence; Potency, µM (titrated, usually from 65.8 µM), for inactives: at the highest dose activity change, negative = inhibition, hits mostly inhibitors; hit rate 0.35% among 350,000;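 note: potency is the fitted concentration of half-maximal effect; plate controls were vehicle for no effect and reference inhibitor for full effect; nearly all actives have a fitted effect of over 55% in size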
Target sequence (P27695 whole entry, looked up): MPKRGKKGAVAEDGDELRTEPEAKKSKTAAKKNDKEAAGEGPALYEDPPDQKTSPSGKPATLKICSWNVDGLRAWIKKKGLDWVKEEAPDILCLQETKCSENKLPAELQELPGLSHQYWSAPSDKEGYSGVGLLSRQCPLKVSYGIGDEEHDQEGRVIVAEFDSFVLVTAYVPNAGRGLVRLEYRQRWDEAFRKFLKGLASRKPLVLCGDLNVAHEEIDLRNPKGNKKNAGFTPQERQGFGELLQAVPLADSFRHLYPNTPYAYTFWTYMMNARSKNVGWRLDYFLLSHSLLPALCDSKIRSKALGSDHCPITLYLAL
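APE1 at 0.75 nM preincubated 15 min at room temperature with compound. Reaction then started with 50 nM double-stranded THF-abasic substrate labelled with TAMRA/BHQ-2, and 525/598 nm fluorescence read kinetically. Activity taken as third-minus-first read difference, normalized to DMSO and NSC13755 controls.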
TRHR agonist = TRH receptor (human) agonism | TRHR cells, calcium flux fluo-8, FDSS agonist mode | P34981 | activation, % at 2 µM | hit rate 0.18% among 360,000; in the data active = activation above about 30%; note: 0% is about no effect
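TRHR-expressing cells loaded with fluo-8 calcium dye; 23 nL library compound pin-transferred, kinetic FDSS fluorescence (Ex 480/Em 530) recorded about 180 s for agonist-induced calcium release, before a 10 nM TRH EC20 addition for potentiator mode.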
Apoferritin bind = binds horse apoferritin like a general anesthetic | hit rate 0.074% among 350,000 | apoferritin/1-aminoanthracene competitive binding, fluorescence | Potency, µM (top dose mostly 77.5 µM), inactives show at the highest dose activity change, negative = displacement, hits mostly inhibitors | AID 485281; note: potency is the fitted concentration of half-maximal effect; % is set by controls: 0 for no effect and ±100 for the full control effect; nearly all actives have a fitted effect of over 20% in size
Target sequence (P02791 2-175 limits assumed): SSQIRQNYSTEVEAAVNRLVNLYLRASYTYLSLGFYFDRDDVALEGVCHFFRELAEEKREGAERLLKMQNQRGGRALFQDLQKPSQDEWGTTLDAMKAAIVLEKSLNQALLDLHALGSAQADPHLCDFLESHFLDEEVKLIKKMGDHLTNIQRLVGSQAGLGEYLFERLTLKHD
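In PBS, apoferritin at 10 uM is loaded with 1-AMA from a 50% saturated solution. After 10 min of compound exposure at ambient temperature, reduced 535 nm fluorescence indicates probe displacement.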
POLI inh = inhibitors of human DNA polymerase iota; Q9UNA4; Pol iota fluorescent replication assay, 10 min; Potency, µM (doses to about 115 µM), for inactives: top-dose activity, negative = inhibition, usual class: inhibitors; hit rate 1% among 390,000; AID 588590; note: potency is the fitted concentration of half-maximal effect
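Pol iota at 10 nM preincubated 15 min with compounds at room temperature; reaction started with fluorescent substrate, 50 nM final. Fluorescence read kinetically at 0 and 10 min; buffer-only wells as negative control.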
POLB inh = blocks human DNA polymerase beta activity. P06746. Pol beta primer extension/strand displacement, fluorescence kinetic. Potency, µM (top dose mostly 114 µM), for inactives: at the highest dose activity change, negative = inhibition, actives largely listed as inhibitors. hit rate 1.3% among 340,000. AID 485314; note: potency is the fitted concentration of half-maximal effect; % is set by controls: 0 for no effect and ±100 for the full control effect
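Preincubation: enzyme (10 nM) with compound, 15 min, RT. Reaction: substrate added to 50 nM final. Reads: 0 and 10 min. Analysis: normalized, Hill fit.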
POLK inh = DNA polymerase kappa (human) inhibition. Q9UBT6. purified Pol kappa, fluorescent DNA synthesis assay, 10 min. Potency, µM (highest dose often 107 µM), inactives show top-dose activity, negative = inhibition, usual class: inhibitors. hit rate 0.53% among 400,000; note: potency is the fitted concentration of half-maximal effect; % is set by controls: 0 for no effect and ±100 for the full control effect
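Inhibition of 10 nM Pol kappa is measured by a fluorescent read-out at 0 and 10 min following addition of 50 nM substrate (final), with a 15-min room-temperature compound preincubation.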
BLM helicase inh = Bloom syndrome helicase (human) inhibition; P54132; recombinant BLM DNA unwinding, fluorescence dequenching; Potency, µM (series often up to 56.1 µM), for the others: at the top dose activity change, negative = inhibition, usual class: inhibitors; hit rate 0.2% among 350,000; AID 2528;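 note: potency is the fitted concentration of half-maximal effect; plate controls were vehicle for no effect and no enzyme for full effect; nearly all actives have a fitted effect of over 35% in size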
ERG-DNA inh = inhibitors of human ERG Ets domain-DNA interaction; fluorescence polarization, His-ERG Ets domain / labelled DNA; Potency, µM (top dose mostly 76.9 µM), for inactives: at the highest dose FP activity, negative = inhibition, actives largely listed as inhibitors; hit rate 0.028% among 370,000; AID 624246; active = well fitted inhibition curve with a large enough effect in the polarisation, with a control signal flat; inconclusive = small, poorly fitted or top-dose-only effect, or effect the other way, or a change in a side signal; inactive = no such curve, though single readings can be large or run the other way; the % refers to the polarisation;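 note: polarization taken with two DNA probes labelled with fluorescein and Texas red; potency is the fitted concentration of half-maximal effect; % of control where 0% means no effect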
Target sequence (P11308 whole entry, looked up, the tested form may be a part): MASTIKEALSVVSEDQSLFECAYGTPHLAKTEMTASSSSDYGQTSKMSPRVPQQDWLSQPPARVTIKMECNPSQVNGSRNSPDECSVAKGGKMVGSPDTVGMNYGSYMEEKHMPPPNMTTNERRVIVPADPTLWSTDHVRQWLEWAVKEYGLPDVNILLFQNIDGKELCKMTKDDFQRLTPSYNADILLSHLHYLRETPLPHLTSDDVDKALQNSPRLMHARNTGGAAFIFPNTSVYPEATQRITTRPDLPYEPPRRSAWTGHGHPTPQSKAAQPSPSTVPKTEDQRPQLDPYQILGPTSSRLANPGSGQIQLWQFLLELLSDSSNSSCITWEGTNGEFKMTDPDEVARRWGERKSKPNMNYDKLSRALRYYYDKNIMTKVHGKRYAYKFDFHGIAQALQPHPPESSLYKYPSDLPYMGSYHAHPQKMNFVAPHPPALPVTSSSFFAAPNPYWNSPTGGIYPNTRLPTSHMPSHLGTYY
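His-tagged ERG Ets domain (1 uM in the protein solution; 300mM KCl, 50mM Tris-HCl, 1mM EDTA, 1mM DTT, pH 7.5) received compound, then a probe mix of 5 nM fluorescein-DNA and 100nM Texas-615-DNA. Fluorescence polarization was read for both dyes.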
* = called active by the depositor; i = inactive; ? = inconclusive; nt = no result given; & = joins results of further samples; [ ] = remark or other dose. Unless noted, calls come from the whole dose curve; as a rule, active = well fitted curve in the direction sought with a large enough effect; inconclusive = small, poorly fitted or top-dose-only effect, or another doubt; inactive = no such curve, though single readings can be large; an effect the other way counts as inactive or inconclusive. Only part of the results is shown (hit frequency here may not be typical).

#1 Cc1ccc(C(=O)NC2CCN(CC(=O)Nc3cccc([N+](=O)[O-])c3)CC2)cc1
#2 O=C(Nc1ccc(SC(F)F)cc1)c1cc(-c2ccc3c(c2)OCCO3)on1
#3 CC1CCCN(CCC(=O)Nc2ccc3c(c2)CCC3)C1 (centres undefined)
#4 NC(=O)CN1C(=O)C(=O)N(Cc2ccccc2)C1=O
#5 CN1C(=O)c2ccc(C(=O)NCc3ccccn3)cc2C1=O
#6 COc1ccc(-c2noc(CSc3nnc(C)n3-c3ccc(C)cc3)n2)cc1OC

compound no.,1,2,3,4,5,6
12-LOX inh,0%,-2%,-7%,19%,i,2%&-5%
APE1 inh,-3%,nt,?,44%[activator],29%,nt
TRHR agonist,-1.4,0.3,0.7,-0.7,0.3,0.2
Apoferritin bind,-19%,4%,-6%,3%,-2%,-13%
POLI inh,137%[activator],12%,6%,-7%,-2%,22%
POLB inh,?,-1%,42%,-10%,59%,3%
POLK inh,-1%,0%,-5%,3%,-40%,-16%
BLM helicase inh,-5%,-1%,-7%,-6%,-2%,-11%
ERG-DNA inh,4%,-3%,0%,4%,-12%,1%

#7 COc1ccc(N(CC(=O)N/N=C(\C)CCc2ccccc2)S(=O)(=O)c2ccc(C)cc2)cc1
#8 O=C(Nc1ccccc1C(=O)O)c1cc(S(=O)(=O)N2CCOCC2)cs1
#9 Cc1cc(C)nc(Nc2ccc(N3CCOCC3)cc2)n1
#10 Cc1c(C(=O)Nc2ccccc2)cn2c(nc3ccccc32)c1C#N
#11 O=C(N/N=C/c1cc(Br)ccc1OC(=O)c1ccc(Br)cc1)c1ccncc1
#12 CCc1ccc(C2c3[nH]c4ccccc4c3CCN2C(=O)c2ccc(=O)n(C)n2)cc1 (centres undefined)

compound no.,7,8,9,10,11,12
12-LOX inh,1%,-3%,-25%,-27%,3%,0%
APE1 inh,-20%,18%,0%,1%,-17%,1%
TRHR agonist,-0.7,-0.3,0.1,0.3,2.0,-0.1
Apoferritin bind,8%,-4%,-16%,3%,4%,?
POLI inh,20%,4%,4%,0%,-14%,26%
POLB inh,12%,28%,31%,22%,9%,-10%
POLK inh,-4%,-7%,-6%,0%,5%,1%
BLM helicase inh,-8%,0%,3%,-4%,-3%,-15%
ERG-DNA inh,10%,-11%,-6%,-4%,10%,9%

#13 CC1CCN(C(=O)C2CCN(S(=O)(=O)c3cnc[nH]3)CC2)CC1
#14 O=C(Nc1ccc(N2CCCCC2)cc1)c1ccc2c(c1)OCCO2
#15 Cc1sc2nc(SCC(=O)NCCO)n(C)c(=O)c2c1C
#16 NC(CCCCCP(=O)(c1ccccc1)c1ccccc1)C(=O)O (centres undefined)
#17 Cc1ccccc1C(=O)NNC(=O)C1CCN(C(=O)Nc2ccccc2)CC1
#18 COC(=O)C1(C)NC(c2ccco2)C2C(=O)N(c3ccc(C)cc3)C(=O)C21 (centres undefined)

compound no.,13,14,15,16,17,18
12-LOX inh,0%,-21%,0%,nt,-7%,-8%
APE1 inh,-1%,-4%,2%,14µM*,3%,0%
TRHR agonist,0.8,-0.3,-0.1,0.3,-0.4,0.2
Apoferritin bind,3%,-6%,-11%,2%,nt,4%
POLI inh,34%[activator],4%,-8%,79µM*,6%,10%
POLB inh,-1%,-10%,3%,18µM*,nt,-29%
POLK inh,-10%,-5%,2%,-26%,-1%,-12%
BLM helicase inh,0%,-2%,-8%,-8%,nt,-1%
ERG-DNA inh,-15%,3%,0%,-6%,-15%,-2%

Four structures from above, sorted by count of non-hydrogen atoms, high to low:
#12 CCc1ccc(C2c3[nH]c4ccccc4c3CCN2C(=O)c2ccc(=O)n(C)n2)cc1 (centres undefined)
#18 COC(=O)C1(C)NC(c2ccco2)C2C(=O)N(c3ccc(C)cc3)C(=O)C21 (centres undefined)
#13 CC1CCN(C(=O)C2CCN(S(=O)(=O)c3cnc[nH]3)CC2)CC1
#15 Cc1sc2nc(SCC(=O)NCCO)n(C)c(=O)c2c1C

compound no.,12,18,13,15
12-LOX inh,0%,-8%,0%,0%
APE1 inh,1%,0%,-1%,2%
TRHR agonist,-0.1,0.2,0.8,-0.1
Apoferritin bind,?,4%,3%,-11%
POLI inh,26%,10%,34%[activator],-8%
POLB inh,-10%,-29%,-1%,3%
POLK inh,1%,-12%,-10%,2%
BLM helicase inh,-15%,-1%,0%,-8%
ERG-DNA inh,9%,-2%,-15%,0%

Further compounds:
#19 COC(=O)c1ccc(OC(=O)C2CC(=O)N(c3cccc(C)c3)C2)cc1 (centres undefined)
#20 C/C(=N\N=C(/N)SC1CC(=O)N(c2ccccc2)C1=O)c1cccs1 (centres undefined)
#21 CCCCc1ccc(S(=O)(=O)NNC(=S)NCc2ccco2)cc1
#22 COCCN(CC(=O)Nc1cccc(C)c1C)C(=O)C1(c2ccccc2)CC1
#23 O=C(Nc1ccc(F)cc1)C(c1ccccc1)N1CCN(S(=O)(=O)c2ccccc2)CC1 (centres undefined)
#24 COC(=O)C(NC=O)C(O)(Cc1ccccc1)C(F)(F)F (centres undefined)

compound no.,19,20,21,22,23,24
12-LOX inh,-16%,4%,?,314%[activator],-15%,0%
APE1 inh,0%,-2%,-4%,17%,0%,-3%
TRHR agonist,-0.4,1.6,-0.2,nt,2.3,0.2
Apoferritin bind,8%,-14%,-11%,nt,-14%,-12%
POLI inh,19%,11%,10%,25%,19%,-10%
POLB inh,2%,16%,0%,nt,36%,5%
POLK inh,-7%,-10%,-3%,-3%,-12%,-15%
BLM helicase inh,-1%,-21%,-6%,nt,-6%,1%
ERG-DNA inh,6%,nt,7%,-10%,-3%,9%

#25 Cc1cccc([C@@H]2[C@@H]3C(=O)N(Cc4ccccc4)C(=O)[C@@H]3[C@]3(Cc4ccccc4)C(=O)N(c4ccccc4)C(=O)N23)c1
#26 CCCCn1c(N)c(N(CCOC)C(=O)c2ccc(OCc3c(C)noc3C)cc2)c(=O)[nH]c1=O
#27 CCN(CC)S(=O)(=O)c1ccc(NC(=O)c2cnc(C)cn2)cc1
#28 Cc1nn(-c2ccccc2)c2nc(C3CC3)cc(C(=O)NCc3ccccc3Cl)c12
#29 Cc1ccccc1-n1c(Cn2c(=O)sc3ccccc32)nnc1SCC(=O)NCC1CCCO1 (centres undefined)
#30 COc1ccc(CNC(=O)CSc2nnc(Cn3nnc4ccccc43)n2C)cc1

compound no.,25,26,27,28,29,30
12-LOX inh,0%,9%,?,-20%,-27%,0%[57.4 µM]
APE1 inh,6%,-1%,20%,nt,3%,2%
TRHR agonist,0.9,1.1,-0.3,0.9,0.2,0.4
Apoferritin bind,nt,nt,-10%,36%[activator],-1%,-2%
POLI inh,-11%,9%,-2%,15%,5%,6%
POLB inh,nt,nt,-2%,8%,16%,-29%
POLK inh,-7%,9%,0%,-9%,4%,-5%
BLM helicase inh,nt,nt,-3%,-3%,-2%,2%
ERG-DNA inh,6%,1%,-8%,0%,-2%,nt

#31 O=C1NN(c2ccccc2)C(=O)/C1=C/c1cccs1
#32 O=C(Nc1ccc2c(c1)OCCO2)c1cc2ccccc2o1
#33 CCCCSCCCNC(=O)CS(=O)Cc1nc(-c2cccc(C)c2)oc1C (centres undefined)
#34 CC(C)Oc1ccc(C(=O)OCC(=O)NC2CCCCCC2)cc1
#35 Cc1ccc(NC(=O)Cn2c(=O)n(Cc3nc(C)no3)c(=O)c3cc4c(cc32)OCO4)c(C)c1
#36 CC(=O)c1cccc(N2C(=NC(=O)C3CCCCC3)SC3CS(=O)(=O)CC32)c1 (centres undefined)

compound no.,31,32,33,34,35,36
12-LOX inh,-26%,-34%,?,22%,2%,0%
APE1 inh,1%,-1%,2%,18%,nt,7%
TRHR agonist,2.1,-1.0,-2.1,2.8,0.6,0.6
Apoferritin bind,-5%,-22%,-3%,nt,1%,-17%
POLI inh,nt,77%[activator],27%,81%,19%,-11%
POLB inh,?,12%,-21%,nt,-20%,-1%
POLK inh,nt,-4%,-6%,-8%,-7%,-12%
BLM helicase inh,-4%,-7%,-6%,nt,-5%,-3%
ERG-DNA inh,nt,15%,6%,-4%,-2%,16%

#37 CC(C)N(Cc1nc(-c2ccccc2)no1)C(=O)Cc1ccccc1
#38 CCOC(=O)c1c(C)[nH]c(C)c1S(=O)(=O)N(C)CC(=O)NCc1ccc(Cl)cc1
#39 CN(c1ccc(OCC(=O)OCC(=O)Nc2ccc(F)cc2)cc1)S(=O)(=O)c1ccc(Cl)cc1
#40 CC(=O)Nc1ncc(N=Nc2cccc(C(F)(F)F)c2)s1
#41 Cc1c(C(=S)Nc2ccccc2)cnn1-c1ccccc1
#42 COc1ccc(NC(=O)c2ccc(C)cc2)c(OC)c1
#43 COc1ccc(CN2CCC(Cc3ccccc3)CC2)c(C)c1C

compound no.,37,38,39,40,41,42,43
12-LOX inh,26%,-64%,2%,3%,-16%,-10%,?
APE1 inh,15%,nt,-4%,42%,-7%,2%,14%
TRHR agonist,0.2,-0.9,0.4,-0.1,1.8,0.2,-0.4
Apoferritin bind,?,-7%,-7%,-5%,-19%,-8%,-13%
POLI inh,29%,20%,120%[activator],35%[activator],12%,4%,29%
POLB inh,23%,1%,28%,-8%,27%,21%,15%
POLK inh,-3%,-6%[60.1 µM],-9%,-3%,4%,-7%,7%
BLM helicase inh,-4%,-10%,-8%,-5%,-2%,-6%,3%
ERG-DNA inh,9%,8%,2%,9%,-4%,-7%,-6%
